STAT1 activator = STAT1 signaling activation; NIH 3T3 STAT1-luciferase reporter, IFN-gamma, luminescence; 100% = IFN-gamma alone, no compound; activation (% of control), % at 5.5 µM; 200,000 compounds, 2.6% hits;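 active means activation above the screen-wide mean activation plus 3 SD, cut at about 130% in these data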;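 further: raw ratio to IFN-gamma control signal so 100% means no change and 0% no light; values of inactives mirror those of a sister screen read the other way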
APP 5UTR inh = APP translation inhibition | SH-SY5Y APP 5'UTR-luciferase reporter, luminescence | inhibition, % at 2 µM | 190,000 compounds, 0.82% hits | AID 1285;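 active means inhibition above a set limit, derived from the sample mean plus 3 SD, cut at about 45% in these data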; further: values of inactives mirror those of a sister screen read the other way
NF-kB neuron act = NF-kB expression increase, human neuronal cells; NF-kB reporter expression; stronger effect = higher value; fold change at 12.5 µM; 190,000 compounds, 1.6% hits; AID 1239; in the data active means fold change above about 3.3
TLR4 MyD88 comp = inhibitors of human TLR4-MyD88 binding; O00206+Q99836; HeLa CL3-4 TLR4/MyD88 BLA complementation, FRET ratio; inhibition, % at 8.4 µM; 200,000 compounds, 0.18% hits; in the data active means inhibition above about 25%;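 further: 0% = vehicle and 100% = reference inhibitor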
Diaphorase act = counter-screen for diaphorase-based assays: diaphorase activators and chemical reducers. Diaphorase/resazurin coupled assay, resorufin fluorescence, 16 min; stronger effect = higher value; 1 = vehicle wells, 0 = NADH-free wells. AID 1229. 190,000 compounds, 0.005% hits. activation factor at 20 µM;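 active means diaphorase activity raised at least twofold by the compound at 20 µM; inactive means activation factor below 2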
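Material: purified diaphorase enzyme from Clostridium kluyveri; Also added: 0.114 mM NADH and 0.1 mM resazurin, final amounts; Doses: single compound dose of 20 µM, 1% DMSO final; Times: 16 min enzyme reaction, ambient temperature; Detection: resorufin fluorescence, excitation 544 nm, emission 590 nm; Measure: increased resorufin signal from activators or reducing compounds.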
APP 5'UTR act = APP 5'UTR luciferase reporter activation | SH-SY5Y APP 5'UTR luciferase reporter, luminescence; zero percent = DMSO vehicle wells | activation, % at 2 µM | 190,000 compounds, 1% hits | AID 1276;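 active means activation above a set limit, based on mean plus 3 SD of controls, cut at about 140% in these data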; further: values of inactives mirror those of a sister screen read the other way
Diaph inh CS = counter-screen for diaphorase-based assays: diaphorase inhibitors and chemical oxidizers. diaphorase resazurin-to-resorufin fluorescence, NADH, 16 min; bacterial (C. kluyveri) enzyme, not human. inhibition, % at 20 µM. 190,000 compounds, 0.69% hits. AID 1217;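 active means primary screen inhibition at 20 µM above a set limit, cut at about 50% in these data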;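 further: plate controls were DMSO with full reaction for no effect and wells lacking NADH for full effect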
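Assay system: diaphorase enzyme from Clostridium kluyveri; Input: enzyme working solution with 0.14 U/mL diaphorase; Timing: 16 min at room temperature; Technique: resorufin fluorescence, excitation 544 nm, emission 590 nm; Benchmarks: positive control minus NADH, DMSO neutral control.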
G6PDH CS = inhibits Leuconostoc G6PDH, flagging false hits in G6PDH-based assays. 200,000 compounds, 0.12% hits. inhibition, % at 5 µM. AID 1020. Purified L. mesenteroides G6PDH, diaphorase/resazurin coupled fluorescence, 45 min; in the data active means inhibition above about 50%
FLuc stim CS = affects firefly luciferase, flagging false hits in luciferase stimulation screens; P08659; ATPlite luciferase biochemical, luminescence, 10 min; 0 = ATP-free wells, 1 = DMSO control; activation factor at 10 µM; 200,000 tested, under 10 active; AID 1027;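 active means luciferase activation factor, scaled between plate controls, of at least 2 with compound at 10 µM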
Target sequence (P08659 whole entry, looked up): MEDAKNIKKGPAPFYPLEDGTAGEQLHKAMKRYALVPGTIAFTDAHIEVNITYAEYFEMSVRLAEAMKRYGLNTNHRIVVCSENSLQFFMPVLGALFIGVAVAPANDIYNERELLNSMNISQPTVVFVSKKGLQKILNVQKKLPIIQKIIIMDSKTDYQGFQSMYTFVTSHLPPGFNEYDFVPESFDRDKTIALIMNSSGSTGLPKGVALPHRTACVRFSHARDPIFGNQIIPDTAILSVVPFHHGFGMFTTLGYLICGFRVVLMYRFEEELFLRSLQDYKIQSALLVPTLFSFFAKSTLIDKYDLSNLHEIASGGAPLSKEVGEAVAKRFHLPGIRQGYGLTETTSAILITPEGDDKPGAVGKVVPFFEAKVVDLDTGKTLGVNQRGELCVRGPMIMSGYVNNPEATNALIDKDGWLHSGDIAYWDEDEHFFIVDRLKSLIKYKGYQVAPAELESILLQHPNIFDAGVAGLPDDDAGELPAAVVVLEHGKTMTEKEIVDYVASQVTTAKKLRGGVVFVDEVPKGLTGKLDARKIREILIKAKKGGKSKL
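Material: Luciferase/luciferin reagent mix | Doses: Test compounds dosed from 2 mM stocks in 100% DMSO | Timing: 10 min incubation after luciferase reagent addition, room temperature | Measured by: Luminescence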
FLuc inh counter = inhibits firefly luciferase, flagging false hits in luciferase inhibition screens; inhibition, % at 10 µM; P08659; 200,000 compounds, 1.5% hits; ATPLite firefly luciferase biochemical luminescence, 10 min;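 active means inhibition above about 50% when tested at 10 µM, limit read from the data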
* = called active by the depositor.

SMILES	STAT1 activator	APP 5UTR inh	NF-kB neuron act	TLR4 MyD88 comp	Diaphorase act	APP 5'UTR act	Diaph inh CS	G6PDH CS	FLuc stim CS	FLuc inh counter
Cc1ccc2nsnc2c1NC(=O)c1ccc([N+](=O)[O-])cc1	76.3	-11.0	1.22	10.5	0.9	11.0	14.2	9.0	1.1	-7.6
CCCCn1nnnc1SCC(=O)N(CC)CC	98.8	-10.3	1.06	-3.5	1	10.3	-1.5	10.0	1.1	-7.3
CCOc1cc(N2CCOCC2)c(OCC)cc1NC(=O)COc1ncnc2ccccc12	105.6	16.9	1.15	7.3	0.8	-16.9	16.3	0.0	1.1	-7.3
COc1cc2[nH]c(=O)n(CCC(=O)NC3CCN(Cc4ccccc4)CC3)c(=O)c2cc1OC	93.8	8.0	1.06	18.6	0.9	-8.0	5.3	7.0	1	2.4
Cc1ccc(SCC(=O)c2cc(C)c(OC(=S)N(C)C)c(C)c2)cc1	103.3	-95.9	0.72	14.6	0.7	95.9	30.9	-5.5	1	0.8
CCCNS(=O)(=O)c1ccc(CCC(=O)N2CCOCC2)cc1	101.9	-3.9	0.91	-8.4	0.9	3.9	11.5	-1.9	1	-3.9
S=C(NCCCN1CCOCC1)Nc1ccc(Cl)cc1	97.3	8.2	1.23	-2.3	0.8	-8.2	17.1	1.4	1.1	-5.2
CCOCCCNC(=S)N(Cc1ccco1)Cc1cc2cc3c(cc2[nH]c1=O)OCCO3	93.7	-0.6	1.24	-5.4	0.8	0.6	18.4	3.9	1.1	-6.8
COc1ccc(CN=C(C)c2c(C(F)(F)F)[nH]n(-c3nc4ccccc4s3)c2=O)cc1	119.9	-15.6	0.62	0.4	0.9	15.6	9.0	3.4	0.9	11.2
CCOC(=O)c1ccc(CNC(=O)CSc2nnnn2-c2ccc(Cl)cc2)o1	94.4	7.7	1.13	7.1	0.9	-7.7	9.0	1.4	1.1	-5.1
COc1ccc(C2C(C(=O)NCCCN3CCOCC3)c3ccccc3C(=O)N2c2ccc(OC)cc2)cc1 (stereo not drawn)	93.2	15.1	1.01	-12.1	0.9	-15.1	13.1	-1.2	1.1	-6.5
CCOC(=O)c1ccccc1NC(=O)c1ccc(F)cc1	98.2	-9.2	1.29	-11.7	0.9	9.2	7.0	-30.0	1	-4.0
CCc1cc2c(CN3CCN(CCO)CC3)cc(=O)oc2cc1O	105.5	-7.3	1.08	-10.1	1	7.3	4.3	40.1	1	0.3
CCCCCCn1c(N2CCC(C(N)=O)CC2)nc2c1c(=O)n(C)c(=O)n2C	97.0	3.9	0.79	-21.0	1	-3.9	-1.1	4.2	1	-4.8
COc1ccc(CCNC(=O)CCCn2c(SCC(N)=O)nc3cc4c(cc3c2=O)OCO4)cc1OC	106.1	-9.9	0.96	8.6	1	9.9	-3.7	-0.3	1	1.8
Cc1cc(C)nc(N/N=C/c2sccc2C)n1	115.4	-21.5	1.26	2.2	0.9	21.5	12.5	2.1	0.9	10.9
COCCn1c(SCC(=O)Nc2cc(C(C)(C)C)nn2-c2ccccc2)nc2ccccc2c1=O	99.8	18.7	0.91	-5.6	0.9	-18.7	5.4	11.2	1.1	-5.3
COc1ccc(/C=N/NC(=O)CN(CCc2ccccc2)S(=O)(=O)c2ccc(NC(C)=O)cc2)cc1OC	97.2	2.6	0.47	8.2	0.8	-2.6	18.7	0.3	1.1	-7.5
CCOC(=O)N1CCN(C(=O)COc2ccc(Br)cc2Cl)CC1	87.4	-3.8	1.05	9.9	0.9	3.8	9.5	16.5	1	-0.3
CC(C)(Cc1ccc(O)cc1)NC(=O)CC(=O)N=Nc1c(O)[nH]c2ccc(Br)cc12	104.8	-2.4	1.12	16.5	0.8	2.4	18.9	-0.9	1	-1.0
Cc1cc(C(=O)NCC2COc3ccccc3O2)c2ccccc2n1 (stereo not drawn)	93.1	-14.0	0.99	-4.8	0.9	14.0	8.7	15.0	1	-3.4
Cc1c(O)c(=O)ccn1Cc1ccccc1	106.6	26.1	0.75	-11.9	0.6	-26.1	43.4	15.9	1	-4.9
O=c1cc(CN2CCC3(CC2)OCCO3)c2c(ccc3ccccc32)o1	97.6	-11.9	1.66	7.7	0.9	11.9	11.5	-9.4	1	0.7
COc1cccc(-n2nc(-c3ccnn3-c3ccc(F)cc3)c(=O)n(C)c2=O)c1	104.6	3.7	1.06	1.6	0.9	-3.8	10.0	11.6	1	-2.3
COc1cccc(C2C(C(=O)c3cccs3)=C(O)C(=O)N2c2cc(C)on2)c1 (stereo not drawn)	97.3	-3.0	1.09	8.4	0.8	3.0	15.7	7.2	1.1	-6.6
O=C(CNC(=O)c1cccs1)NCC(=O)OCc1c(Cl)cccc1Cl	108.9	-20.7	1.21	-5.4	1	20.7	4.9	6.0	1	-4.0
CC12CCC(C(=O)Nc3ccccc3-n3cccc3)(CC1=O)C2(C)C (stereo not drawn)	90.9	-0.3	1.05	-5.5	1	0.3	4.8	-8.2	1	-2.9
COc1ccc(-n2c(=S)[nH]c3sc4c(c3c2=O)CCc2ccccc2-4)cc1	113.3	13.4	0.99	-11.6	0.6	-13.3	43.0	5.0	1	4.5
O=C(CN1CCN(S(=O)(=O)c2ccc(Br)cc2)CC1)N/N=C/c1ccc(Br)s1	107.0	-12.4	0.89	3.5	0.8	12.4	20.8	-2.8	1.1	-6.4
COc1ccc(C(C(=O)Nc2ccc(C(C)C)cc2)N(C)C(=O)c2ccc(=O)[nH]c2)cc1 (stereo not drawn)	101.1	-6.3	1.02	-17.7	0.9	6.3	10.2	2.9	1	-4.4

6 entries drawn at random from those above:
SMILES	STAT1 activator	APP 5UTR inh	NF-kB neuron act	TLR4 MyD88 comp	Diaphorase act	APP 5'UTR act	Diaph inh CS	G6PDH CS	FLuc stim CS	FLuc inh counter
COc1ccc(C(C(=O)Nc2ccc(C(C)C)cc2)N(C)C(=O)c2ccc(=O)[nH]c2)cc1 (stereo not drawn)	101.1	-6.3	1.02	-17.7	0.9	6.3	10.2	2.9	1	-4.4
O=C(CNC(=O)c1cccs1)NCC(=O)OCc1c(Cl)cccc1Cl	108.9	-20.7	1.21	-5.4	1	20.7	4.9	6.0	1	-4.0
O=C(CN1CCN(S(=O)(=O)c2ccc(Br)cc2)CC1)N/N=C/c1ccc(Br)s1	107.0	-12.4	0.89	3.5	0.8	12.4	20.8	-2.8	1.1	-6.4
CCOC(=O)N1CCN(C(=O)COc2ccc(Br)cc2Cl)CC1	87.4	-3.8	1.05	9.9	0.9	3.8	9.5	16.5	1	-0.3
COc1cccc(-n2nc(-c3ccnn3-c3ccc(F)cc3)c(=O)n(C)c2=O)c1	104.6	3.7	1.06	1.6	0.9	-3.8	10.0	11.6	1	-2.3
CC12CCC(C(=O)Nc3ccccc3-n3cccc3)(CC1=O)C2(C)C (stereo not drawn)	90.9	-0.3	1.05	-5.5	1	0.3	4.8	-8.2	1	-2.9

(continued)
SMILES	STAT1 activator	APP 5UTR inh	NF-kB neuron act	TLR4 MyD88 comp	Diaphorase act	APP 5'UTR act	Diaph inh CS	G6PDH CS	FLuc stim CS	FLuc inh counter
C=CCN(c1cccc(C(F)(F)F)c1)S(=O)(=O)c1cccc(C(=O)OCC(=O)NCCC)c1	103.3	-18.8	1.13	-5.1	0.8	18.8	17.5	4.7	1	-4.3
c1ccc(Cc2nnc3sc(-c4ccncc4)nn23)cc1	101.2	16.7	1.03	14.9	0.7	-16.7	31.2	-10.4	1	-4.8
O=C1c2ccccc2NC(c2ccccc2O)N1NS(=O)(=O)c1ccccc1 (stereo not drawn)	102.6	-22.1	0.99	-11.1	0.9	22.1	7.7	3.6	1	-1.2
COC(=O)C1=C(C)OC(N)=C(C#N)C1C1CCCCC1 (stereo not drawn)	92.4	-1.1	1.17	-6.2	0.9	1.1	8.9	15.8	1.1	-6.5
CC(=O)c1cc(C#N)c(SCC(=O)OC(C)C)nc1C	101.1	-30.5	1.04	2.6	0.8	30.5	22.9	6.9	1	-2.0
O=C(CNC(=O)C1CCCCC1)Nc1cc(Cl)cc(Cl)c1	101.5	13.0	1.05	-8.4	0.8	-13.0	21.4	-2.1	1	-4.7
CC(C)(Cc1ccc(O)cc1)NC(=O)CC(=O)N/N=C/c1ccc([N+](=O)[O-])cc1	100.7	-3.0	1.25	-12.0	0.9	3.0	9.9	13.3	1	-0.8
CC12CCC(c3nnc(SCC(=O)Nc4cccc5ccccc45)nc31)C2(C)C (stereo not drawn)	100.0	-2.8	1.7	-5.4	0.9	2.8	7.9	3.8	1.1	-9.0
COC(=O)c1ccc(OS(=O)(=O)N(C)C)cc1	129.9*	-26.8	1.04	12.4	0.9	26.8	5.0	1.0	0.9	9.1
COCCCn1c(CCC(=O)O)ccc1-c1ccc(F)cc1	95.9	-18.3	1.04	2.4	0.9	18.3	10.1	-5.3	1	-1.2
O=C(CN1C(=O)c2ccccc2S1(=O)=O)Nc1ccccc1	98.6	-6.0	0.82	-5.7	0.9	6.0	10.0	11.0	1	-1.2
OCCCNC(=S)Nc1ccc(Nc2ccccc2)cc1	107.2	-7.4	1.09	10.3	0.9	7.4	9.8	1.5	1	-1.7
Cc1ccc(N(CC(N)=O)C2SC(=O)NC2=O)cc1 (stereo not drawn)	108.3	-16.9	1.42	-9.6	0.8	16.9	16.5	10.3	1	-0.9
COc1ccc(-c2cc(C(F)(F)F)n3nc(C)cc3n2)cc1	106.6	9.0	0.96	-12.9	0.8	-9.0	15.3	4.6	1	-1.7
COc1cc(OC)cc(-c2nnc(SCC(=O)N3CCCCC3)o2)c1	93.3	-1.4	1.14	-6.2	0.9	1.4	7.5	-30.9	1	-3.6
Cc1cc(C)n(-c2nc(N(c3ccccc3)c3ccccc3)nc(-n3nc(C)cc3C)n2)n1	102.7	4.1	0.66	0.1	1	-4.1	3.6	11.4	1	-4.4
CC(NCc1cccs1)C(=O)NC1CCCCC1 (stereo not drawn)	100.7	-14.2	1	-4.3	0.9	14.2	10.1	8.1	1	-1.6
O=C(CN1CCN(Cc2ccccc2)CC1)NC(=O)NCc1ccco1	101.6	-3.0	1.09	-18.0	0.9	3.0	7.7	-8.6	1	0.1
Nc1nn(-c2cccc(F)n2)cc1-c1ccccc1	115.4	-213.2	9.91*	-13.2	0.9	213.2*	6.6	2.1	0.4	63.6*
CCOCC(O)CS(=O)Cc1ccccc1 (stereo not drawn)	98.2	-1.9	1.17	2.3	1	1.9	3.0	1.6	1.2	-16.8
Cc1c(C(=O)O)[nH]c2ccc([N+](=O)[O-])cc12	97.7	6.9	1.13	5.7	0.9	-6.9	11.5	10.0	1	2.1
CCC(=O)Nc1nc(-c2ccccc2)ns1	114.9	-23.9	2.09	-1.8	1	23.9	3.6	-2.6	0.9	9.9
COc1ccc(C(C)n2c(C)c3c(C)nnc(C)c3c2C)cc1 (stereo not drawn)	93.2	-20.3	0.67	8.0	1.2	20.2	-15.7	4.2	1	4.8
COc1ccc(C(c2sc3nc(C)nn3c2O)N2CCC(O)CC2)cc1OC (stereo not drawn)	106.6	-2.8	1.43	-8.2	1	2.8	-3.2	-35.4	1	-2.9

Source: PubChem BioAssay
